D2 antag: D2 dopamine receptor (human) antagonism; HEK293 TREx D2 cells, calcium flux, dopamine EC80; P14416; 340,000 tested, 2% active; inhibition, % at 10 µM; AID 485344; in the data active = inhibition above about 30%; note: 0% is about no effect
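Cells plated overnight at 30 C with tetracycline; no-wash calcium dye, 30–90 min RT; 10 s baseline; compound pinned; 180 s read; EC80 dopamine added; another 180 s read.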
D2 ag: activates the human D2 dopamine receptor; P14416; HEK293 T-REx D2 cells, calcium flux agonist mode; activation, % at 2 µM; 340,000 tested, 0.53% active; AID 485358;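 active = activation over 3 SD above normal in the single-dose calcium agonist read, cut at about 30% in these data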; note: 0% is about no effect
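In this primary screen, compounds producing a positive calcium signal within 180 s of addition to tetracycline-induced, force-coupled HEK293 Trex D2 cells are flagged; cells are dye-loaded with a no-wash calcium kit beforehand.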
Pin1 inh: blocks the human prolyl isomerase Pin1; Pin1 FP peptide displacement, HiFluor488, 10 min; Potency, µM (doses to about 115 µM), without a hit: top-dose activity, negative = inhibition, most hits filed as inhibitors; 390,000 tested, 0.009% active; active = well fitted inhibition curve with a large enough effect in the polarisation, with a control signal flat, not every such curve was filed as active; inconclusive = small, poorly fitted or top-dose-only effect, or effect the other way, or a change in a side signal; inactive = no such curve, though single readings can be large or run the other way; the % refers to the polarisation; note: potency is the fitted concentration of half-maximal effect; % is set by controls: 0 for no effect and ±100 for the full control effect
Target sequence (Q13526 whole entry, looked up): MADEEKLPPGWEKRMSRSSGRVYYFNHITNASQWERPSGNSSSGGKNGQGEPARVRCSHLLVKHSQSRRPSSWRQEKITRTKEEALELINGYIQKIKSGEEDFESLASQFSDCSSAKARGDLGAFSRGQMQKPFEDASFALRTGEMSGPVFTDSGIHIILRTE
TrxR1 inh: blocks rat thioredoxin reductase 1 | recombinant rTrxR1, NADPH fluorescence consumption, selenite substrate | 390,000 tested, 1% active | Potency, µM (highest dose often 114 µM), inactives show top-dose activity change, negative = inhibition, actives largely listed as inhibitors | O89049; note: potency is the fitted concentration of half-maximal effect; % is set by controls: 0 for no effect and ±100 for the full control effect; nearly all actives have a fitted effect of over 65% in size
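Rat TrxR1 (90 nM in the dispensed reagent) was pre-reduced with 400 uM NADPH for 5 min at room temperature, then incubated with compound for 15 min. After 400 uM selenite was added, NADPH fluorescence (Ex 340/Em 450 nm) was followed for 8 min.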
TRHR ag: TRH receptor (human) agonism; P34981; 360,000 tested, 0.18% active; TRHR cells, calcium flux fluo-8, FDSS agonist mode; activation, % at 2 µM; in the data active = activation above about 30%; note: 0% is about no effect
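Steps: seed TRHR cells overnight; add fluo-8 no-wash Ca dye, RT 30 min–1.5 h; record 10 s baseline; pin-transfer compounds; monitor fluorescence 1 cycle/s for the agonist window. Calcium increases flag candidate agonists.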
USP1 inh: blocks the human USP1/UAF1 deubiquitinase complex | Potency, µM (highest dose often 57.1 µM), inactives show at the highest dose activity change, negative = inhibition, most hits filed as inhibitors | AID 743255 | 390,000 tested, 0.23% active | O94782 | recombinant USP1/UAF1, Ub-Rhodamine cleavage fluorescence; note: potency is the fitted concentration of half-maximal effect; % is set by controls: 0 for no effect and ±100 for the full control effect; nearly all actives have a fitted effect of over 60% in size; inactives centre near -12
Target sequence (O94782 whole entry, looked up): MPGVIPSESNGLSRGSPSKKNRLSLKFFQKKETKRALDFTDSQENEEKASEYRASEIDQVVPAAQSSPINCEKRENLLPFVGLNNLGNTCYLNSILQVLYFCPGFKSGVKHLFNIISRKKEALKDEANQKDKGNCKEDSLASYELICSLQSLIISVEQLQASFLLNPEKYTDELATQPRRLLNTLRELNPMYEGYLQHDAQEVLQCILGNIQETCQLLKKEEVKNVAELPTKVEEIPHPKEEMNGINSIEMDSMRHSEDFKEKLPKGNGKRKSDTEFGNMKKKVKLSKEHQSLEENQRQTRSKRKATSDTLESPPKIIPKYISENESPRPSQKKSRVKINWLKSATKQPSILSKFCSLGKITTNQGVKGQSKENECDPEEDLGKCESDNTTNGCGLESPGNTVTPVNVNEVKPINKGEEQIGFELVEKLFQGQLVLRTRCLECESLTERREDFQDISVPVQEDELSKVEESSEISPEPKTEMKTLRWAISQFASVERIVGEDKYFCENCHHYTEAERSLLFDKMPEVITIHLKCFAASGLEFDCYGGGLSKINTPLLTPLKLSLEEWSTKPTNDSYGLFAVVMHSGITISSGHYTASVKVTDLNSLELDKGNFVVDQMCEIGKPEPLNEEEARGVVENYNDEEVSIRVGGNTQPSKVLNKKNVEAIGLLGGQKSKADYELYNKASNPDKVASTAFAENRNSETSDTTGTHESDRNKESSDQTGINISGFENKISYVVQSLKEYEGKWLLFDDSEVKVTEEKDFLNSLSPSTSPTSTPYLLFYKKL
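1 nM enzyme complex + cpd, 15 min RT; start with Ub-Rho 150nM final; kinetic fluorescence ex 480/em 540, 6 reads q60 s. Buffer 50mM HEPES pH 7.8, 0.5mM EDTA, 0.1 mg/ml BSA, 1mM TCEP, 0.01% Tween-20.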
mIDH1 inhibitor: inhibitors of human mutant IDH1 R132H. O75874. IDH1-R132H enzyme, NADPH consumption, diaphorase/resazurin fluorescence. Potency, µM (top dose mostly 76.6 µM), inactives show at the highest dose activity change, negative = inhibition, actives largely listed as inhibitors. 390,000 tested, 0.093% active. AID 602179; note: potency is the fitted concentration of half-maximal effect; % is set by controls: 0 for no effect and ±100 for the full control effect; nearly all actives have a fitted effect of over 65% in size
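IDH1-R132H (0.5 ug/mL dispensed) in pH 7.5 Tris buffer was preincubated 30 min with compound, then given a substrate mix of 0.016 mM NADPH and 2 mM alpha-KG for 80 min at room temperature; remaining NADPH was read by diaphorase/resazurin fluorescence.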
TrxR1 substrate: substrates of rat thioredoxin reductase 1 | O89049 | purified TrxR1 substrate turnover, NADPH consumption readout | Potency, µM (highest dose often 114 µM), inactives show at the highest dose activity change, negative = substrate turnover | 390,000 tested, 0.01% active | AID 588456; note: potency is the fitted concentration of half-maximal effect; % is set by controls: 0 for no effect and ±100 for the full control effect; nearly all actives have a fitted effect of over 50% in size
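Rat TrxR1, dispensed at 90 nM, was prereduced with 400 uM NADPH (final) for 5 min at ~22 deg C, then incubated with compound 15 min before 400 uM selenite. A first-read NADPH fluorescence drop versus no-compound background flagged substrates.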
TRHR PAM: allosterically enhances the human TRH receptor; TRHR cells, fluo-8 calcium fluorescence, EC20 TRH enhancement; enhancement, % at 2 µM; 360,000 tested, 0.66% active; AID 493056; in the data active = enhancement above about 30%; note: 0% is about no effect
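Enhancer read-out: after compound pinning and an initial kinetic agonist-mode read, an EC20 of TRH (10 nM final) was injected and fluo-8 calcium signal (Ex 480/Em 530) followed at 1 s/cycle for 100 cycles in TRHR-expressing cells.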
* marks the source's active call; other numbers are inactive results; ? = inconclusive; . = not tested or not shown; [ ] = another dose, or the depositor's remark. Unless noted, calls come from the whole dose curve; as a rule, active = well fitted inhibition curve with a large enough effect; inconclusive = small, poorly fitted or top-dose-only effect; inactive = no such curve, though single readings can be large or run the other way.

Start of the data: the first 7 records, to show the layout:
cpd	canonical_smiles	D2 antag	D2 ag	Pin1 inh	TrxR1 inh	TRHR ag
1	O=C(CSc1nc2ccccc2s1)NCc1ccc2c(c1)OCO2	7	-0.7	0%	-7%	-0.1
2	O=C(CNC(=O)c1ccccc1Cl)Nc1ccncc1	-15	-1.5	-3%	1%	0.0
3	CC(=O)N1CCN(C(=O)c2ccc(S(=O)(=O)Nc3ccccc3F)cc2)CC1	-16	2.1	0%	11%	0.7
4	CCCCCCCNC(=O)C1(CC2CC(c3cccc(Br)c3)=NO2)CCN(C(=O)OC(C)(C)C)CC1 (configuration not stated)	24	0.2	-1%	14%	1.8
5	CCn1c(=N)n(CC(=O)C(C)(C)C)c2ccccc21	2	0.6	?	14%	-1.0
6	CCCCC(=O)Nc1ccc(NC(=S)NC(=O)CC(C)C)cc1OC	-10	-0.6	0%	-11%	-1.0
7	Cc1cccc(-c2nc(CS(=O)CC(=O)NC3CCCC(C)C3C)c(C)o2)c1 (configuration not stated)	17	0.0	5%	16µM*	-1.1

cpd	USP1 inh	mIDH1 inhibitor	TrxR1 substrate	TRHR PAM
1	-6%	3%	-5%	0
2	-1%	-5%	-3%	-3
3	-10%	-7%	-3%	2
4	-8%	4%	-3%	14
5	-5%	0%	7%	10
6	5%	2%	12%[11.4 µM]	15
7	-12%	11%	-5%[57.1 µM]	-5

Main list, previewed entries included:
cpd	canonical_smiles	D2 antag	D2 ag	Pin1 inh	TrxR1 inh	TRHR ag
1	O=C(CSc1nc2ccccc2s1)NCc1ccc2c(c1)OCO2	7	-0.7	0%	-7%	-0.1
2	O=C(CNC(=O)c1ccccc1Cl)Nc1ccncc1	-15	-1.5	-3%	1%	0.0
3	CC(=O)N1CCN(C(=O)c2ccc(S(=O)(=O)Nc3ccccc3F)cc2)CC1	-16	2.1	0%	11%	0.7
4	CCCCCCCNC(=O)C1(CC2CC(c3cccc(Br)c3)=NO2)CCN(C(=O)OC(C)(C)C)CC1 (configuration not stated)	24	0.2	-1%	14%	1.8
5	CCn1c(=N)n(CC(=O)C(C)(C)C)c2ccccc21	2	0.6	?	14%	-1.0
6	CCCCC(=O)Nc1ccc(NC(=S)NC(=O)CC(C)C)cc1OC	-10	-0.6	0%	-11%	-1.0
7	Cc1cccc(-c2nc(CS(=O)CC(=O)NC3CCCC(C)C3C)c(C)o2)c1 (configuration not stated)	17	0.0	5%	16µM*	-1.1
8	O=C(Nc1ccnn1C1CCN(Cc2cccc(OCCO)c2)CC1)c1cccc(F)c1	-3	0.2	-5%	-1%	0.2
9	CC(C)(C)OC(=O)N[C@@H](COCc1ccccc1)C(=O)N[C@@H](CO)[C@H](O)[C@@H]1C[C@@H]1C(=O)NC1CC1	1	1.2	-8%	17%[57.1 µM]	0.7
10	COCCOc1ccc(C(F)(F)F)cc1NC(=O)c1ccccc1F	6	0.6	2%	14%	0.8

cpd	USP1 inh	mIDH1 inhibitor	TrxR1 substrate	TRHR PAM
1	-6%	3%	-5%	0
2	-1%	-5%	-3%	-3
3	-10%	-7%	-3%	2
4	-8%	4%	-3%	14
5	-5%	0%	7%	10
6	5%	2%	12%[11.4 µM]	15
7	-12%	11%	-5%[57.1 µM]	-5
8	-15%	-1%	-6%	-10
9	-6%	0%	6%[57.1 µM]	0
10	-7%	7%	14%	0

Next compounds
cpd	canonical_smiles	D2 antag	D2 ag	Pin1 inh	TrxR1 inh	TRHR ag
11	COc1ccc(/C(N)=N/OC(=O)Cc2ccccc2OC)cc1	-7	1.3	1%	6%	0.3
12	O=C(NCC1CCN(C(=O)c2ccc([N+](=O)[O-])cc2)CC1)C(=O)Nc1ccccc1	-3	0.3	-6%	18%[57.1 µM]	0.4
13	O=C(COC(=O)C1CC(O)CN1S(=O)(=O)c1ccccc1[N+](=O)[O-])c1ccc[nH]1 (configuration not stated)	13	-0.2	?	5%	-0.5
14	CCSc1nc2ccccc2n1CC(=O)O	-4	0.3	1%	13%	-0.3
15	CCOC(=O)c1c(C)[nH]c(C(=O)NCCc2ccc(OC)c(OC)c2)c1C	-7	-0.2	-2%	5%	-1.1
16	Cc1c(C(=O)OC(C)CCN(C)C)oc2ccccc12 (configuration not stated)	-7	0.5	4%	7%	0.1
17	C=CCNC(=O)c1ccc(-c2nc(-c3ccc(Cl)c(Cl)c3)cs2)cc1	-9	-0.6	3%	2%	0.5
18	CC(C)c1ccc(N(CCc2ccccn2)C(=O)C(C)(C)C)cc1	.	.	-4%	25%[57.1 µM]	.
19	CC1CCN(C(=O)CN2C(=O)NC3(CCCCCC3)C2=O)CC1	15	2.2	3%	2%	0.7
20	O=C(CSc1nnc(-c2ccc(Cl)cc2)n1Cc1ccco1)Nc1ccc2c(c1)OCCO2	15	0.1	26%	?	-0.5

cpd	USP1 inh	mIDH1 inhibitor	TrxR1 substrate	TRHR PAM
11	-13%	0%	-7%	2
12	-12%	-1%	6%[57.1 µM]	10
13	-7%	0%	-4%	0
14	-17%	4%	-3%	28
15	-23%	7%	3%	-2
16	0%	4%	11%	10
17	-12%	-3%	3%	1
18	-17%	3%	5%[57.1 µM]	.
19	-19%	-1%	-1%	14
20	-18%	1%	6%	3

Following part
cpd	canonical_smiles	D2 antag	D2 ag	Pin1 inh	TrxR1 inh	TRHR ag
21	CCc1cccc(C)c1NC(=O)C1=C(C(=O)O)CCCC1	-21	-1.6	?	2%	0.4
22	Cc1ccc(N2C(=O)CC(Sc3ncccc3C(=O)O)C2=O)cc1 (configuration not stated)	1	0.5	-8%	12%	0.8
23	CN1C(=O)c2ccccc2N(C)C1c1cccc(O)c1 (configuration not stated)	9	1.1	1%	11%	-0.2
24	CC(C(=O)NCc1ccccc1)N1C(=O)CN(C)C(=O)c2ccccc21 (configuration not stated)	-13	0.7	-12%	7%	0.0
25	Cc1ccc(O)c(NC(=O)c2ccco2)c1	24	-0.7	0%	-6%	1.5
26	COCC1CCN(Cc2nc(COc3ccccc3)no2)C1 (configuration not stated)	-11	-0.5	2%	7%	-2.5
27	O=C(COc1ccc(Cl)cc1)NCc1ccc(F)cc1	6	-1.9	-2%	11%	-0.7
28	CC1(c2nnc(Cc3ccccc3)o2)CC(c2ccc(Cl)cc2)=NO1 (configuration not stated)	.	.	-1%	-1%[57.1 µM]	.
29	Fc1cccc(/C=N/Nc2ccc(Cl)nn2)c1	25	-0.2	-13%	21%	-0.8
30	Cc1ccc(NC(=O)C2CCN(S(=O)(=O)c3ccc4c(c3)CCCN4C(=O)C3CCC3)CC2)cc1	.	1.6	7%	9%[57.1 µM]	-0.6

cpd	USP1 inh	mIDH1 inhibitor	TrxR1 substrate	TRHR PAM
21	-11%	5%	6%	0
22	-16%	4%	6%	-1
23	-25%	-6%	112%[activator]	2
24	-6%	-4%	1%	1
25	-2%	3%	-7%	-6
26	-27%	-3%	3%	13
27	-19%	5%	-1%[57.1 µM]	-4
28	19%	-5%	-5%	.
29	-8%	0%	2%	-10
30	8%	16%	-1%[57.1 µM]	-4

Continued:
cpd	canonical_smiles	D2 antag	D2 ag	Pin1 inh	TrxR1 inh	TRHR ag
31	CN1CCN(c2ccc([N+](=O)[O-])cc2C(=O)N2CCCCC2)CC1	-3	1.0	-2%	10%[11.4 µM]	0.5
32	CN1CCN(C(=S)c2cn(CCOc3ccccc3)c3ccccc23)CC1	23	0.8	-1%	0%	0.9
33	CC[C@@H]1C=C(C(=O)O)[C@H](c2cccc(C)c2)N1S(=O)(=O)c1ccc(C)cc1	.	.	0%	-5%	.
34	Cc1ccc(Oc2ccccc2)c(NC=O)c1	-10	-0.3	-10%	22%	-1.4
35	Cc1ccc(-c2ccc(C#N)c(=O)n2CC(=O)N(C)C)cc1	11	-0.4	0%	-3%[57.1 µM]	-0.7
36	CCc1ccccc1N1CCN(S(=O)(=O)c2ccc(F)c(C)c2)CC1	-3	-2.7	-3%	11%[57.1 µM]	0.9
37	COc1ccccc1NC(=O)CCn1c(=O)oc2cc(Cl)ccc21	.	.	-1%	18%[57.1 µM]	0.2
38	CC/C(=N/N=C(/CC)c1ccc(O)cc1)c1ccc(O)cc1	.	.	-5%	13%	.
39	COc1cc2c(cc1OC)-c1cc(Nc3ccc(C)cc3)nc(=O)n1CC2	1	-0.4	-7%	-9%	0.2

cpd	USP1 inh	mIDH1 inhibitor	TrxR1 substrate	TRHR PAM
31	-15%	6%	7%	2
32	-19%	14%	-2%	-6
33	-6%	3%[38.3 µM]	-2%	.
34	-7%	3%	3%	2
35	-30%	6%	-4%[57.1 µM]	-8
36	-11%	0%	6%[57.1 µM]	-5
37	?	1%	-2%[57.1 µM]	0
38	-14%	5%	1%	.
39	-14%	-2%	-6%	1

High-throughput results (PubChem)

This is a subset; rates above refer to the full screens.
